Screens as filed in PubChem.
Sm TGR block – inhibitors of Schistosoma mansoni thioredoxin glutathione reductase | purified TGR, DTNB reduction, TNB absorbance 405 nm | hit rate 3% among 360,000 | Q962Y6 | Potency, µM (highest dose often 114 µM), without a hit: at the top dose activity change, negative = inhibition, most hits filed as inhibitors | AID 485364; further: potency means the concentration at half of the fitted maximal effect; nearly all actives have a fitted effect of over 60% in size
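TGR 20 nM + NADPH 100 uM (dispensed conc.), cpd preinc 15 min RT; start with NADPH (500 uM addition) then DTNB (15 mM addition). Kinetic TNB absorbance, 405 nm filter. Four-parameter Hill fit across titration.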
HCV inh – inhibitors of hepatitis C virus infection | hit rate 3.4% among 340,000 | Potency, µM (titrated, usually from 41.8 µM), inactives show at the highest dose activity change, negative = inhibition, most hits filed as inhibitors | AID 651820 | Huh7.5.1 HCVcc-Cre infection, luciferase reporter, 44 h; further: potency means the concentration at half of the fitted maximal effect
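A cell-based infection assay in which seeded cells (1,000 per well) receive test compound after 4 h, are inoculated with HCVcc-Cre at approximately 0.5 moi, and are incubated 44 h before luminescence detection.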
Giardia FBPA inh – inhibitors of Giardia lamblia fructose-1,6-bisphosphate aldolase; Potency, µM (top dose mostly 59.6 µM), without a hit: at the top dose activity, negative = inhibition, usual class: inhibitors; A8B2U2; hit rate 0.71% among 290,000; purified Giardia FBPA; further: potency means the concentration at half of the fitted maximal effect; nearly all actives have a fitted effect of over 55% in size
Target sequence (A8B2U2 whole entry, looked up): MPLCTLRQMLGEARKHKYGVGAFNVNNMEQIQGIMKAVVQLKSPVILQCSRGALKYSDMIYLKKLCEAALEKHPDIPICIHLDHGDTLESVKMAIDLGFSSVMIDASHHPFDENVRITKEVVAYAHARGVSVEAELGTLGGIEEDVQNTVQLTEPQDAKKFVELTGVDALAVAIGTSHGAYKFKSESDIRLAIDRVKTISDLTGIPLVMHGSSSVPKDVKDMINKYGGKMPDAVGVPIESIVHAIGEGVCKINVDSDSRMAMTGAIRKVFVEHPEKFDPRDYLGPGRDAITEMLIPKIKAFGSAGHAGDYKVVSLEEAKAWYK
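Giardia FBPA (40 nM reagent) was preincubated 10 min at RT with compound (up to 57.5 uM final), then substrate plus GAPDH/TPI/NAD/arsenate coupling system with diaphorase/resazurin was added; resorufin fluorescence (525/598 nm) was read after 20 min.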
HCMV inh – blocks human cytomegalovirus replication. HFF cells, HCMV-luciferase reporter, 72 h; active compounds read low. activity change, negative = inhibition, % at 57.5 µM. hit rate 4.5% among 410,000. AID 1259415; in the data active means activity change below about -60%; inconclusive means no clear call, values can overlap the other calls; inactive means above about -39%
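Cell-based, HFFs, 1000 cells/well, 16 h 37C; cpds in DMSO + HCMV-luc, MOI 1 PFU/cell; 72 h 37C; OneGlo luminescence after 5 min RT; norm. to buffer vs Salinomycin 10uM.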
AmpC inh no detg – AmpC beta-lactamase inhibition without detergent; P00811; AID 485341; Potency, µM (top dose mostly 57.1 µM), without a hit: at the top dose activity change, negative = inhibition, hits mostly inhibitors; AmpC nitrocefin hydrolysis, absorbance 480 nm, 0.0001% Triton; hit rate 0.52% among 330,000;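 further: potency means the concentration at half of the fitted maximal effect; plate controls were no compound for no effect and no enzyme for full effect; nearly all actives have a fitted effect of over 20% in size; some results filed as inactive show a strong effect at the top dose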
Target sequence (P00811 whole entry, looked up): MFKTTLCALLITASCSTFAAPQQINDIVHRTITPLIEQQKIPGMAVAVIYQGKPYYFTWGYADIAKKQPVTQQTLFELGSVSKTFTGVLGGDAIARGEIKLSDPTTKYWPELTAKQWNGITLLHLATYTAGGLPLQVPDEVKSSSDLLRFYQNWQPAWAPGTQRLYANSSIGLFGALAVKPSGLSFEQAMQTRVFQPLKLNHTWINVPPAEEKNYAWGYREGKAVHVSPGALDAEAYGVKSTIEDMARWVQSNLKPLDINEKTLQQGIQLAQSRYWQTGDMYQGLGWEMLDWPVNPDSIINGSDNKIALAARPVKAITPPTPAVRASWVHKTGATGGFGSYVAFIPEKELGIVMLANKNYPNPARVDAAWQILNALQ
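AmpC (5.3 nM in the dispensed reagent) in 20 mM phosphate pH 7.0 with 0.01% (detergent screen) or 0.0001% Triton X-100 was preincubated with compounds for 15 min at room temperature. Nitrocefin was then added from an 800 uM solution, and hydrolysis was followed at 480 nm.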
AmpC detergent – inhibitors of E. coli AmpC beta-lactamase with detergent; P00811; AmpC hydrolysis of nitrocefin, absorbance 480 nm, 0.01% Triton; Potency, µM (doses to about 114 µM), inactives show at the highest dose activity change, negative = inhibition, most hits filed as inhibitors; hit rate 0.041% among 370,000; AID 485294;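 further: potency means the concentration at half of the fitted maximal effect; 0% = no-compound wells and -100% = no-enzyme wells; nearly all actives have a fitted effect of over 25% in size; some results filed as inactive show a strong effect at the top dose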
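20 mM phosphate pH 7.0 + 0.01% (detergent screen) or 0.0001% Triton X-100; 5.3 nM AmpC reagent; cpd preinc 15 min RT; nitrocefin (800 uM stock) to start; A480 q20 s × 4 min; Activity was normalised to no-enzyme and no-compound control wells.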
Starred values were filed as active, the others as inactive; ? = inconclusive; . = no result given; & = joins results of further samples; [ ] = remark or other dose. Unless noted, the call rests on the fitted dose curve; in most records, active means well fitted curve in the direction sought with a large enough effect; inconclusive means small, poorly fitted or top-dose-only effect, or another doubt; inactive means no such curve, though single readings can be large; an effect the other way counts as inactive or inconclusive. Unless noted, on the % scale 0 is the no-effect control and ±100 the full control effect. Rows were taken by chance. About 9.9% of those tested had a hit in this group.

SMILES	Sm TGR block	HCV inh	Giardia FBPA inh	HCMV inh	AmpC inh no detg	AmpC detergent
C#CCCOC(=O)N1C2=NC(C(=O)OC)=C(C(=O)OC)[C@@H]3N(C)c4ccccc4[C@]23C[C@H]1C(=O)OC	14%	20%	0%[12.9 µM]	20	168%[activator]	1%
COC(=O)c1cc2occc2n1Cc1nc(-c2ccccc2Cl)oc1C	-3%	1%[8.37 µM]	-1%	-40	-21%	-7%
CCOC(=O)N1CCC(NC(=O)c2cc(C(=O)Nc3ccc(OC)c(OC)c3)ccc2CO)CC1	-1%	0%	15%	-25	22%	-4%
O=C(NCCC1CCCCN1S(=O)(=O)c1ccccc1)C(=O)Nc1ccccc1F (configuration not stated)	1%	10%	.	-2	-16%	-2%
CC(=O)C1=C(C)Nc2ncnn2C1c1ccc(O)cc1 (configuration not stated)	19%	16%	7%	-29	3%	-2%
COc1cc2cc(CNc3ccccc3)c(=O)n(CC(=O)Nc3cccc(Cl)c3C)c2cc1OC	?	.	.	40	.	13%
Cc1cccc(OCC(=O)Nc2nonc2-c2ccc(Br)cc2)c1C	2%	.	.	-17	.	-8%
NC(=O)C1CN(S(=O)(=O)c2ccc(Cl)cc2F)c2ccccc2O1 (configuration not stated)	40µM*	6%	-5%	8	4%	-9%
CC(C)(C)C(=O)NCCCc1nc2ccccc2n1CCCOc1ccc(Cl)cc1	-16%	?	-4%	-84*	197%[activator]	-1%
O=C(CSc1ncccn1)N/N=C/c1ccc(OC2CSC2)cc1	-7%	9%	5%	-6	-40%	-4%
COc1ccc(N2CCN(C(c3ccc4ncccc4c3)c3nnnn3C(C)(C)C)CC2)cc1 (configuration not stated)	1%	-21%	-1%	18	121%[activator]	0%
COc1ccc(NC(=O)C2CCN(S(=O)(=O)c3ccc4c(c3)CCCC(=O)N4)CC2)cc1Cl	3%	.	.	2	.	15%
Cn1cnnc1SCC(=O)c1c[nH]c2ccccc12	?	3%	-3%	83	1%	-13%
COc1cccc(OC)c1OCCN1CCN(C(c2ccccc2)c2ccccc2)CC1	11%	?	5%	30	139%[activator]	-1%
O=C(Oc1ccc(C(=S)N2CCOCC2)cc1)c1ccccc1F	-12%	13%	-4%	-14	-11%	-2%
Cc1nnc(C)n1/N=C/c1ccc2c(c1)OCCO2	-30%	?	6%	180	-6%	?
CCOC(=O)CNC(=O)Cn1cnc2c(nnn2-c2ccc(F)cc2)c1=O	8%	7%	12%	-27	-19%	?
COc1cc(C(=O)Oc2ccccc2/C=N/NC(=O)c2ccc(C)c(Cl)c2)cc(OC)c1OC	0%	?	4%	-104*	-43%	-11%
O=c1ccc(S(=O)(=O)N2CCCC2)cn1Cc1nc(-c2ccccc2)no1	3%	-20%	.	0	-38%	-4%
CCc1cccc(C)c1NC(=O)CCS(=O)(=O)c1cc(Br)cc2c1N(C(=O)C1CC1)CC2	-7%	.	.	-22	.	5%
CC(C)CC1NC(=O)N(CC(=O)Nc2cc(S(=O)(=O)N3CCOCC3)ccc2Cl)C1=O (configuration not stated)	.	-1%	.	-4	-10%	.
CCCCCCCOc1ccc(OC(=O)c2cccnc2)cc1	-3%	?	-1%	-6	-8%	-1%
NC(=O)COC(=O)c1ccc(Oc2ccccc2)cc1	2%	-6%	-6%	92	-7%	8%
Cc1c(C#N)c2ccccc2n1CC(=O)NCc1cccnc1	-17%	-6%	0%	5	-15%	-15%
CCOc1ccc(CCNC(=O)c2ccc(Nc3nc4ccccc4n4nnnc34)cc2)cc1OCC	7%	.	.	-26	.	-1%
(list continues)
SMILES	Sm TGR block	HCV inh	Giardia FBPA inh	HCMV inh	AmpC inh no detg	AmpC detergent
CCOC(=O)CC(=O)CSc1ncnc2c1nnn2-c1ccc(F)cc1	-9%	10%	-23%	-21	-19%	-12%
O=C(c1ccco1)N(Cc1ccc(Cl)cc1)Cc1ccco1	-3%	11%	.	-21	4%	2%
CC1=CC(=C(C#N)C#N)C=C(C)N1CCN1CCNCC1	-1%	9%	0%	3	-8%	0%
CCOC(=O)c1ccc(N2CCOCC2)c(NC(=O)c2nccnc2C(=O)O)c1	1%	16%	.	-17	-48%	0%
CCOc1ccccc1NC(=O)C(C)Sc1nc(-c2ccccc2)c(C#N)c(=O)[nH]1 (configuration not stated)	-4%	.	.	-1	.	20%
CCN(CC)CCNC(=O)c1ccc(NC(=O)c2cccc(S(=O)(=O)N3c4ccccc4CC3C)c2)cc1 (configuration not stated)	3%	11µM*	.	-28	-32%	3%
O=C(COC(=O)CN1C(=O)c2ccccc2C1=O)Nc1ccccc1	.	9%	.	3	-16%	.
COc1ccc(OCC(=O)NNC(=O)CCc2ccccc2)cc1	.	12%	-3%	2	1%	?
Fc1ccc(-c2nc3ccccc3c3nc4ccccc4n23)cc1	4%	12%	1%	-28	-31%	4%
N#CC1=C(N)Nc2nc3ccccc3n2C1c1ccc(F)cc1 (configuration not stated)	-8%	4%	-4%	26	-33%	-1%
O=C(N/N=C/c1cccnc1)NC12CC3CC(CC(C3)C1)C2	2%	-5%	5%	17	-7%	2%
COc1ccccc1OCCN1CSC(=S)N(C)C1	-4%	20%	-1%	-74*	-19%	-1%
CC1C(=O)N2CCCc3cc(S(=O)(=O)N(C)c4ccccc4)cc1c32 (configuration not stated)	?	8%	.	2	-3%	-3%
CCOC(=O)C1CCN(C(=O)C2CCN(S(=O)(=O)c3c(C)noc3/C=C/c3ccc(C)cc3)CC2)CC1	7%	.	.	4	.	25%
CCOC(=O)c1cnn(Cc2ccc(C)cc2)c1N	-3%	-6%	1%	-39	76%[activator]	?
COc1ccc(S(=O)(=O)N(C)CC(=O)NCCN2CCOCC2)cc1	8%	15%	8%	-38	-10%	-8%
N/C(=N\OC(=O)N1CCOCC1)c1ccccc1	8%	-19%	6%	?	-20%	1%
CCOC(=O)[C@@H]1[C@H]2COc3ccc(Br)cc3[C@H]2N2C(=O)N(c3ccc(C(F)(F)F)cc3)C(=O)[C@]12C	.	-26%	.	-76*	-16%	.
CC(C)c1cc(NCCCN2CCOCC2)n2c(nc3ccccc32)c1C#N	1%	7%	-5%	-12	-20%	?
CCCCNC(=O)C1CCC(CNS(=O)(=O)c2ccc(Cl)cc2)CC1 (configuration not stated)	0%	.	.	-7	.	0%
O=C(Cc1ccc(Cl)cc1)OCC(=O)c1ccc[nH]1	-21%	13%	.	-28	-10%	6%
NNc1nc(-c2ccccc2Cl)c2cc(Br)ccc2n1	2%	9%	-12%	-17	-7%	?
Cc1ccc(Nc2nc(N)nc(CN3CCN(c4ccccc4F)CC3)n2)cc1	-31%	?	-8%	40	27%	4%
N#Cc1c(C(F)(F)F)cc(-c2ccccc2)nc1SCC(=O)Nc1sc2c(c1C#N)CCC2	-2%	-5%	1%	-7	-53%	-15%
CCCCc1c(C)c(C#N)c2[nH]c3ccccc3n2c1=O	-1%	-17%	?	-73*	-26%	-1%

The final two compounds of the part before are carried over, then new ones follow.
SMILES	Sm TGR block	HCV inh	Giardia FBPA inh	HCMV inh	AmpC inh no detg	AmpC detergent
N#Cc1c(C(F)(F)F)cc(-c2ccccc2)nc1SCC(=O)Nc1sc2c(c1C#N)CCC2	-2%	-5%	1%	-7	-53%	-15%
CCCCc1c(C)c(C#N)c2[nH]c3ccccc3n2c1=O	-1%	-17%	?	-73*	-26%	-1%
COc1ccccc1N1CCN(S(=O)(=O)c2ccc3c4c(cccc24)C(=O)N3C)CC1	-4%	0%	-12%	.	93%[activator]	-13%
COc1cc(-c2nc(-c3cccnc3)no2)cc(OC)c1OC	-4%	-28%	6%	24	-4%	?
CCCCn1cnc2c(cnn2-c2ccc(F)cc2)c1=O	3%	?	2%	0	-6%	5%
CCCCCCCCN=C1NC(=O)CS1	5%	-4%	0%	30	-9%	-4%
Cc1cc(C(=O)N/N=C/c2cc([N+](=O)[O-])ccc2O)c2ccccc2n1	-1%	?	?	90	-58%	-8%
COc1ccc(/C=C/C(=O)Nc2sc3c(c2C(N)=O)CCC(C)C3)cc1OC (configuration not stated)	-2%	.	.	-20	.	4%
CN(C)S(=O)(=O)c1ccc(NC(=O)COC(=O)Cn2[nH]c(=O)c3ccccc3c2=O)cc1	5%	2%	-2%	?	-44%	3%
CC(Sc1nnc2ccccn12)C(=O)Nc1ccc(Cl)cn1 (configuration not stated)	3%	-10%	14%	-27	-15%	?
CCOC(=O)[C@@H]1[C@H]2COc3ccccc3[C@H]2N2C(=O)N(c3cccc(C)c3)C(=O)[C@]12C	.	15%	.	?	40%	.
CN1CCc2c(sc3c2C(=O)NC(c2cccc(OC(=O)c4cccs4)c2)N3)C1 (configuration not stated)	-19%	3%&10%	-26%	72	-40%	?
COc1ccc(C(=O)NC2CCSC2=O)cc1 (configuration not stated)	3%	23%	-5%	21	-7%	2%
O=C(COc1ccccc1[N+](=O)[O-])N/N=C/c1ccc(O)cc1	-18%	-5%	3%	118	20%[2.29 µM]	-6%
Cc1ccc(C(=O)NC2CC3CCCC(C2)N3C(=O)NC2CCCCC2)cc1 (configuration not stated)	-6%	?	-2%	.	-29%	?
CCOC(=O)c1sc2c(c1C)C(c1cccs1)C1=C(CCCC1=O)N2 (configuration not stated)	5%	?	-4%	-20	-47%	-8%

By substructure: the entries above with an aryl methoxy group (13)
SMILES	Sm TGR block	HCV inh	Giardia FBPA inh	HCMV inh	AmpC inh no detg	AmpC detergent
CCOC(=O)N1CCC(NC(=O)c2cc(C(=O)Nc3ccc(OC)c(OC)c3)ccc2CO)CC1	-1%	0%	15%	-25	22%	-4%
COc1cc2cc(CNc3ccccc3)c(=O)n(CC(=O)Nc3cccc(Cl)c3C)c2cc1OC	?	.	.	40	.	13%
COc1ccc(N2CCN(C(c3ccc4ncccc4c3)c3nnnn3C(C)(C)C)CC2)cc1 (configuration not stated)	1%	-21%	-1%	18	121%[activator]	0%
COc1ccc(NC(=O)C2CCN(S(=O)(=O)c3ccc4c(c3)CCCC(=O)N4)CC2)cc1Cl	3%	.	.	2	.	15%
COc1cccc(OC)c1OCCN1CCN(C(c2ccccc2)c2ccccc2)CC1	11%	?	5%	30	139%[activator]	-1%
COc1cc(C(=O)Oc2ccccc2/C=N/NC(=O)c2ccc(C)c(Cl)c2)cc(OC)c1OC	0%	?	4%	-104*	-43%	-11%
COc1ccc(OCC(=O)NNC(=O)CCc2ccccc2)cc1	.	12%	-3%	2	1%	?
COc1ccccc1OCCN1CSC(=S)N(C)C1	-4%	20%	-1%	-74*	-19%	-1%
COc1ccc(S(=O)(=O)N(C)CC(=O)NCCN2CCOCC2)cc1	8%	15%	8%	-38	-10%	-8%
COc1ccccc1N1CCN(S(=O)(=O)c2ccc3c4c(cccc24)C(=O)N3C)CC1	-4%	0%	-12%	.	93%[activator]	-13%
COc1cc(-c2nc(-c3cccnc3)no2)cc(OC)c1OC	-4%	-28%	6%	24	-4%	?
COc1ccc(/C=C/C(=O)Nc2sc3c(c2C(N)=O)CCC(C)C3)cc1OC (configuration not stated)	-2%	.	.	-20	.	4%
COc1ccc(C(=O)NC2CCSC2=O)cc1 (configuration not stated)	3%	23%	-5%	21	-7%	2%
